# Screening results (PubChem BioAssay)
# TAAR1 antagonist: human TAAR1 antagonists, primary screen, Fluo-8 calcium fluorescence, CHO RD-HGA16 cells; antagonist; Trace amine-associated receptor 1 (Homo sapiens), Q96RJ0; inhibition, % at 3 µM; AID 624466, 2012; actives 1.5% (n = 360,000);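 active = inhibition above a per-plate cutoff, the mean inhibition of test compounds on that plate plus 3 SD, cut at about 49% in these data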;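 note: 0% = DMSO plus EC80 beta-PEA response and 100% = DMSO alone without agonist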
#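 test system = CHO RD-HGA16 cells bearing hTAAR1 | replication = singlicate | controls = DMSO-only wells and EC80 β-PEA-stimulated wells | reagent = EC80 β-phenethylamine stimulus | read-out basis = percent inhibition of PEA-evoked calcium signal, max/basal emission ratio | schedule = seeding 17-24 h prior, 75-min 37 °C, 30-min RT dye loading | signal = kinetic Fluo-8 calcium fluorescence measurement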
# M1 PAM: human M1 muscarinic receptor positive allosteric modulators, primary screen, CHO-K1 cells, Fluo-8 calcium fluorescence, 1536-well | CHO-K1 hM1, ACh EC20; 0% = ACh EC20, 100% = maximal ACh | activation, % at 3 µM | actives 0.088% (n = 360,000); in the data active = activation above about 19%, passing the limit was not always enough
# OXTR potentiate: human OXTR potentiators, primary screen, fluorescence, CHO-OTR cells, Fluo-8 calcium. Oxytocin receptor (Homo sapiens), P30559. Fluo-8 calcium fluorescence, potentiator mode; 0% = oxytocin EC15, 100% = EC100. activation, % at 3 µM. actives 0.061% (n = 320,000);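 active = activation above that plate's cutoff, the mean activation of tested compounds plus 3 SD, cut at about 6.6% in these data, passing the limit was not always enough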;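 note: 100% uses oxytocin at 75 nM as the full agonist control; some results filed as inactive read as strong as hits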
# Target sequence (P30559 whole entry, looked up): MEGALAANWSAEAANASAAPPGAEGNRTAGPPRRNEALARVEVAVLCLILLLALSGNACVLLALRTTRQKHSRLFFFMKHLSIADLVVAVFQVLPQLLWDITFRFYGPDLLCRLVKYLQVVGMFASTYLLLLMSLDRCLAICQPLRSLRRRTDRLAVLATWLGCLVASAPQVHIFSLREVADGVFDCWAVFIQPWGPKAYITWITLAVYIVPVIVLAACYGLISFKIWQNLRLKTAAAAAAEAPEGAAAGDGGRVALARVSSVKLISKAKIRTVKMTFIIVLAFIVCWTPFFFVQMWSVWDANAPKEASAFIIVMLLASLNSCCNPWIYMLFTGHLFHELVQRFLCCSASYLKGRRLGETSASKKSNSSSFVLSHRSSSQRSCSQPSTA
#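 Assay system: CHO cell line stably expressing human OTR. Reagent: EC15 oxytocin agonist. Dosing: single dose, 3.0 µM nominal final compound concentration. Timing: compound 6 min at room temperature before oxytocin, 100 s read. Signal: kinetic Fluo-8 calcium fluorescence. Controls: oxytocin EC15 low and EC100 high.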
# CHO parental Ca: ATP-evoked calcium signal inhibitors, parental CHO, primary screen, counter-screen for OX1R antagonist project, cell-based, fluorescence, Fluo-8 calcium dye | parental CHO-K1, ATP-induced calcium, Fluo-8 fluorescence | inhibition, % at 5.6 µM | actives 0.63% (n = 330,000) | AID 463079, 2010;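 active = inhibition above that plate's mean sample inhibition plus 3 SD, cut at about 26% in these data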;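 note: 0% = ATP-challenged DMSO wells and 100% = DMSO wells without ATP; some compounds past the cut are filed as inactive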
#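 Test system: parental CHO cells; detection: calcium-sensitive Fluo-8 fluorescence; evaluation: percent inhibition of calcium signal; also added: ATP as calcium-mobilizing challenge; repeats: one well per compound; control set: ATP-challenged DMSO wells low, unchallenged DMSO wells high; compound: single nominal dose of 5.6 µM per compound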
# TAAR1 ag: human TAAR1 agonists, primary screen, Fluo-8 calcium fluorescence, CHO RD-HGA16 cells. Trace amine-associated receptor 1 (Homo sapiens), Q96RJ0. vehicle wells 0%, saturating PEA agonist 100%. activation, % at 3 µM. actives 0.99% (n = 360,000). AID 624467, 2012;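 active = activation above the mean activation of all test compounds in the run plus 3 SD, cut at about 38% in these data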
#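 Repeats: no replicates (n 1) | Material: CHO-derived RD-HGA16 cells with stable Gα16 and human TAAR1 | Technique: Kinetic Fluo-8 calcium fluorescence | Schedule: 17-24 h seeding, 75 min 37 °C dye, 30 min RT | Evaluation: % activation from peak over basal fluorescence ratio, DMSO-to-PEA scaled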
# V1R ag counter: agonists of human V1a receptor, primary screen, counter-screen for OXTR agonist project, fluorescence, CHO-V1R cells. activation, % at 3 µM. Vasopressin V1a receptor (Homo sapiens), P37288. actives 0.25% (n = 320,000). Fluo-8 calcium fluorescence, agonist mode; 0% DMSO, 100% 3 nM vasopressin;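 active = activation above the mean activation of all tested compounds plus 3 SD, per screening run, cut at about 20% in these data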;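 note: signal is peak over basal fluorescence ratio across a 100 second FLIPR read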
# Target sequence (P37288 whole entry, looked up): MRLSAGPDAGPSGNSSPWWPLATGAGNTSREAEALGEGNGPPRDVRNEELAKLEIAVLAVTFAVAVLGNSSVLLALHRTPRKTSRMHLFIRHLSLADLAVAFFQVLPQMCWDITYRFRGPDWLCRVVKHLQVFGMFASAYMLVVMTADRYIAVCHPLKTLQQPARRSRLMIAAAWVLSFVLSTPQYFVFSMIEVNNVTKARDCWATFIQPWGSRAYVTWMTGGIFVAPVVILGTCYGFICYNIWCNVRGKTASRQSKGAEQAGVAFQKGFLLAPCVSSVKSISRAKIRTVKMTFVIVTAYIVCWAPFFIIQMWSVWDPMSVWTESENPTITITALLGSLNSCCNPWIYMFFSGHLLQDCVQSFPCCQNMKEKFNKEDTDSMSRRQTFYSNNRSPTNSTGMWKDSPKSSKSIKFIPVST
# CHRM1 agonist: human M1 muscarinic receptor agonists, primary screen, Fluo-8 calcium fluorescence, CHO-K1 cells, HTS; Muscarinic acetylcholine receptor M1 (Homo sapiens), P11229; CHO-K1 hM1, agonist mode; 0% DMSO, 100% acetylcholine EC100; activation, % at 3 µM; actives 0.33% (n = 360,000); AID 588814, 2011;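 active = activation above the run's mean compound activation plus 3 SD, cut at about 16% in these data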;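 note: peak over basal fluorescence ratio within a 140 s kinetic read after compound addition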
# CHRM1 antagonist: human M1 muscarinic receptor antagonists, primary screen, CHO-K1 cells, Fluo-8 calcium fluorescence, 1536-well | actives 1.3% (n = 360,000) | CHO-K1 hM1, ACh EC80 antagonist | AID 588852, 2011 | Muscarinic acetylcholine receptor M1 (Homo sapiens), P11229 | inhibition, % at 3 µM;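 active = percent inhibition above its own plate's cutoff, namely the mean of that plate's compound wells plus 3 SD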;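 note: peak over basal fluorescence ratio during 140 s after agonist addition; 0% = ACh EC80 plus DMSO and 100% = DMSO alone without agonist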
# OXTR ag: human OXTR agonists, primary screen, fluorescence, CHO-OTR cells, Fluo-8 calcium | Oxytocin receptor (Homo sapiens), P30559 | Fluo-8 calcium fluorescence; normalized: DMSO 0%, oxytocin 100% | activation, % at 3 µM | actives 0.32% (n = 320,000) | AID 2435, 2010;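 active = activation above the mean of all tested compounds plus 3 SD, cutoff set per screening run, cut at about 20% in these data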;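 note: peak over basal fluorescence ratio from a 100 s FLIPR kinetic read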
# * marks the source's active call; other numbers are inactive results; . = not tested or not shown. Rows are unselected; 3.7% or so of the library scored in one or more.
# Short forms – A = TAAR1 antagonist; B = M1 PAM; C = OXTR potentiate; D = CHO parental Ca; E = TAAR1 ag; F = V1R ag counter; G = CHRM1 agonist; H = CHRM1 antagonist; I = OXTR ag
CC(C)CSc1nc(N)nc2c1ncn2C1OC(CO)C(O)C1O (stereo not drawn)
  A = -10; B = 3; C = .; D = .; E = 1; F = .; G = -3; H = -16; I = .

CC(=O)c1c(OC(=O)c2ccccc2Br)ccc2c(C)cc(=O)oc12
  A = 12; B = 9; C = 1; D = -4; E = 3; F = 0.3; G = -5; H = -10; I = -1.4

O=C(NCc1nnc(SCC(=O)N2CCCc3ccccc32)o1)c1ccco1
  A = 1; B = 2; C = -2; D = -1; E = 6; F = -0.3; G = -6; H = 3; I = 0.5

Cc1ccnc(NC(=O)c2ccc(S(=O)(=O)N3CCCCCC3)cc2)c1
  A = -8; B = -1; C = -2; D = -16; E = 1; F = -0.9; G = -5; H = 1; I = -2.1

Cc1csc(NC(=O)CSc2nc3ccccc3s2)n1
  A = 15; B = 3; C = -8; D = -16; E = 2; F = -0.8; G = 0; H = -34; I = -2.2

O=C(CN(C(=O)CCC(=O)Nc1nccs1)c1ccc2c(c1)OCCO2)NCc1ccco1
  A = 7; B = 3; C = -10; D = -1; E = -1; F = 0.8; G = -5; H = -27; I = -0.9

Cc1cc(C)c(S(=O)(=O)NCCCn2ccnc2)cc1C
  A = -8; B = 1; C = 3; D = -10; E = 4; F = 0.7; G = -10; H = -13; I = -0.2

O=C(CSc1nccc(=O)[nH]1)N1CCOCC1
  A = -8; B = -3; C = -2; D = 1; E = 1; F = 0.4; G = -1; H = 19; I = 0.9

COCCNC(=S)Nc1ccc2nc(N3CCCC3)cc(C)c2c1
  A = -23; B = 7; C = -11; D = 0; E = 3; F = 0.5; G = -7; H = -2; I = -0.1

Cc1cccc(NC(=O)CCS(=O)(=O)c2ccccc2)n1
  A = -15; B = 1; C = -10; D = 11; E = 19; F = 1.3; G = -1; H = -4; I = 0.4

CSc1ccccc1C(=O)NC(C)c1ccc(-n2ccnc2)cc1 (stereo not drawn)
  A = -22; B = 6; C = -6; D = -9; E = 3; F = 1.6; G = -4; H = -2; I = -1.1

O=C(O)c1ccc(-c2noc(-c3cccc(C(F)(F)F)c3)n2)cc1
  A = -13; B = 5; C = 0; D = 5; E = 3; F = 2.1; G = 1; H = 0; I = -0.3

CCN=C1S/C(=C\c2cc(Br)c(O)c(OC)c2)C(=O)N1CC
  A = -10; B = -6; C = .; D = .; E = -2; F = .; G = -3; H = 7; I = .

COc1ccc(OC)c(C(=O)Cn2cnc3ccccc3c2=O)c1
  A = -17; B = -4; C = 0; D = 3; E = 2; F = -0.7; G = -3; H = 9; I = 0.9

Oc1ccc(Cl)cc1CNc1cnc2ccccc2c1
  A = 37; B = -5; C = -6; D = 18; E = 7; F = 7.6; G = -3; H = 11; I = 17

# As a working copy, some entries already given:
# Short forms – A = TAAR1 antagonist; B = M1 PAM; C = OXTR potentiate; D = CHO parental Ca; E = TAAR1 ag; F = V1R ag counter; G = CHRM1 agonist; H = CHRM1 antagonist; I = OXTR ag
Cc1cc(C)c(S(=O)(=O)NCCCn2ccnc2)cc1C
  A = -8; B = 1; C = 3; D = -10; E = 4; F = 0.7; G = -10; H = -13; I = -0.2

O=C(CSc1nccc(=O)[nH]1)N1CCOCC1
  A = -8; B = -3; C = -2; D = 1; E = 1; F = 0.4; G = -1; H = 19; I = 0.9

COCCNC(=S)Nc1ccc2nc(N3CCCC3)cc(C)c2c1
  A = -23; B = 7; C = -11; D = 0; E = 3; F = 0.5; G = -7; H = -2; I = -0.1

Cc1cccc(NC(=O)CCS(=O)(=O)c2ccccc2)n1
  A = -15; B = 1; C = -10; D = 11; E = 19; F = 1.3; G = -1; H = -4; I = 0.4

CSc1ccccc1C(=O)NC(C)c1ccc(-n2ccnc2)cc1 (stereo not drawn)
  A = -22; B = 6; C = -6; D = -9; E = 3; F = 1.6; G = -4; H = -2; I = -1.1

O=C(O)c1ccc(-c2noc(-c3cccc(C(F)(F)F)c3)n2)cc1
  A = -13; B = 5; C = 0; D = 5; E = 3; F = 2.1; G = 1; H = 0; I = -0.3

CCN=C1S/C(=C\c2cc(Br)c(O)c(OC)c2)C(=O)N1CC
  A = -10; B = -6; C = .; D = .; E = -2; F = .; G = -3; H = 7; I = .

COc1ccc(OC)c(C(=O)Cn2cnc3ccccc3c2=O)c1
  A = -17; B = -4; C = 0; D = 3; E = 2; F = -0.7; G = -3; H = 9; I = 0.9

Oc1ccc(Cl)cc1CNc1cnc2ccccc2c1
  A = 37; B = -5; C = -6; D = 18; E = 7; F = 7.6; G = -3; H = 11; I = 17

# Next entries
# Short forms – A = TAAR1 antagonist; B = M1 PAM; C = OXTR potentiate; D = CHO parental Ca; E = TAAR1 ag; F = V1R ag counter; G = CHRM1 agonist; H = CHRM1 antagonist; I = OXTR ag
CC(C)CC(=O)NC(=S)Nc1ccccn1
  A = -21; B = 10; C = -16; D = -4; E = 2; F = -0.3; G = -2; H = -19; I = 4.9

O=c1cc(CN(Cc2ccccc2)Cc2ccccc2)c2c(ccc3ccccc32)o1
  A = 0; B = 2; C = .; D = .; E = 4; F = .; G = -2; H = -31; I = .

O=C1[C@@H]2Cc3c([nH]c4ccccc34)CN2C(=O)CN1CCCO
  A = -19; B = 3; C = -13; D = 0; E = 1; F = 0.4; G = -3; H = -4; I = 0.3

CCOC(=O)Cn1nc(-c2ccccc2)c2ccccc2c1=O
  A = 8; B = 6; C = -2; D = -4; E = 7; F = -0.2; G = -4; H = -6; I = -0.4

CCNC(=O)c1ccc(=O)n(Cc2ccc(Cl)cc2Cl)c1
  A = -38; B = 4; C = -2; D = -21; E = 2; F = 6.3; G = -1; H = -14; I = 2.2

C=CCOc1ccc(/C=N/NC(=O)C(C)Sc2ccccn2)cc1OCC (stereo not drawn)
  A = 7; B = 3; C = -2; D = -20; E = -1; F = -0.3; G = -7; H = -10; I = -1.5

CC(C)CCOP(=O)(c1ccc(N(C)C)cc1)C(Nc1ccccc1)c1ccc(N(C)C)cc1 (stereo not drawn)
  A = -56; B = 4; C = -18; D = -43; E = 1; F = -1.3; G = -3; H = -4; I = -1.2

CC(Oc1ccc(Br)cc1)C(=O)Nc1nnc(C2CC2)s1 (stereo not drawn)
  A = 3; B = 6; C = -7; D = -2; E = 36; F = 7.7; G = 18*; H = -9; I = 8.8

Cc1nnc(SCCC#N)n(CCC#N)c1=O
  A = 6; B = 8; C = -2; D = 1; E = 5; F = 0.5; G = -2; H = -3; I = -0.1

CCc1ccc([C@H]2C(C(=O)O)=C[C@@H](CC3CCCC3)N2S(=O)(=O)c2ccc(C)cc2)cc1
  A = -3; B = 15; C = 0; D = -21; E = -2; F = 1.0; G = -4; H = -21; I = -0.2

c1csc(-c2csc3ncnc(NCCCN4CCOCC4)c23)c1
  A = 9; B = -2; C = -10; D = -2; E = 13; F = 5.1; G = -4; H = 5; I = 5.2

O=C(NS(=O)(=O)Nc1ccc(Cl)cc1)c1c[nH]c2ccccc12
  A = -10; B = 1; C = -13; D = 1; E = 0; F = 0.3; G = 0; H = -9; I = -0.7

C=CCn1c(CNC(=O)c2ccccc2F)nnc1SCC(=O)NC(C)c1ccccc1 (stereo not drawn)
  A = -10; B = 7; C = -7; D = -11; E = 3; F = 0.3; G = -6; H = -7; I = -0.4
